ERAP1 inh = human ERAP1 aminopeptidase inhibitors, primary screen, biochemical, single point, plate reader; hit rate 0.15% among 340,000; inhibition, % at 10.7 µM; recombinant ERAP1, Leu-AMC fluorescence, 60 min; Endoplasmic reticulum aminopeptidase 1 (Homo sapiens), Q9NZ08;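 active = mean replicate inhibition of at least 30%, or all replicates individually reaching that 30% level; inactive = mean below 30% and not every replicate reaching it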;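 note: 0% = neutral control wells and 100% = L-leucinethiol positive control wells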
F508del corr = F508del CFTR correction, initial screen, CFBE line, single point | AID 720511, 2013 | CFBE cells, YFP halide quenching; stimulated with forskolin plus potentiator P3; % fluorescence drop versus neutral controls | activity (quench increase), % at 7.58 µM | hit rate 0.36% among 350,000;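 active = mean added fluorescence quench of at least 8% versus neutral control, with both replicates also reaching 8%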;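 note: cells transiently co-express mutant CFTR-F508del with the halide-sensitive YFP; corrector assay measuring rescue of mutant channel to the surface after 24 h compound exposure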
RAD54 inh = inhibitors of human RAD54 branch migration, primary screen, biochemical, fluorescence, single point. RAD54 Holliday junction branch migration, FAM/BHQ fluorescence. DNA repair and recombination protein RAD54-like (Homo sapiens), Q92698. hit rate 0.14% among 360,000. inhibition, % at 10.4 µM. AID 602329, 2012;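 active = mean normalized replicate activity at least 40 and at least half of replicates scoring 40 or more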;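 note: 0% = median of neutral control wells and 100% = median of positive control wells; inhibitors cause a drop in the FAM fluorescence signal; in these data hits start at about 50%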
Target sequence (Q92698 whole entry, looked up): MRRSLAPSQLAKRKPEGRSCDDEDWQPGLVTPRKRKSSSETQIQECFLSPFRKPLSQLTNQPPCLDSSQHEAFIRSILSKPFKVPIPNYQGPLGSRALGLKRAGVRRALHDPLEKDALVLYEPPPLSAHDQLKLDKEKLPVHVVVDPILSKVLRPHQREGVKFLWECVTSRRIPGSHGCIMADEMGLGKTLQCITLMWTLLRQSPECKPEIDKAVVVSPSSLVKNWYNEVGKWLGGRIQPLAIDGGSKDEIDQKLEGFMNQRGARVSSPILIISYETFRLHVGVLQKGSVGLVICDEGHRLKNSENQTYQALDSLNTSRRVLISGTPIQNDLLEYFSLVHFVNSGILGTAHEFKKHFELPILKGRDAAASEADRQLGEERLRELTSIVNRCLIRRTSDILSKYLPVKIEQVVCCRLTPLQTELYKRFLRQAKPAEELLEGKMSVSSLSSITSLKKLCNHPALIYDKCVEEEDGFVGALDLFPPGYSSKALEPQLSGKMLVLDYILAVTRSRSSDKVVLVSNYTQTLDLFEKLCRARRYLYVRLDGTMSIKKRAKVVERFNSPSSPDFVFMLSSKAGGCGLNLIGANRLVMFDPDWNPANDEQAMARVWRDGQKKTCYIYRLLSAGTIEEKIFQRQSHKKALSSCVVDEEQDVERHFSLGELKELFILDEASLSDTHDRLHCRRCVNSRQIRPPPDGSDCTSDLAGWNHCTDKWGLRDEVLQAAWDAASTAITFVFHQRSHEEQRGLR
INS-1E GSIS act = GLuc luminescence reporter in INS-1E cells, primary screen for activators of glucose-dependent secretion of insulin | INS-1E GLuc reporter insulin secretion, 2-3 h | activation, % at 16.6 µM | hit rate 0.61% among 370,000;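 active = lowest replicate activation of at least 40%, so every replicate reaches that level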;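 note: 0% = median of neutral control wells and 100% = median of IBMX positive control wells; some compounds called inactive have numbers as strong as hits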
RAD52 inh = RAD52 DNA annealing inhibitors, primary screen, biochemical, FRET, single point, set 2; AID 651710, 2012; inhibition, % at 18.7 µM; hit rate 0.46% among 360,000; DNA repair protein RAD52 homolog (Homo sapiens), P43351; recombinant RAD52 DNA annealing, FRET fluorescence;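 active = every replicate showing at least 50% inhibition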
ARNT TACC3 PPI = disruptors of ARNT/TACC3 protein interaction, primary screen, biochemical, AlphaScreen, single concentration | Transforming acidic coiled-coil-containing protein 3 (Homo sapiens), Q9Y6A5 | AlphaScreen His-ARNT PAS-B/GST-TACC3 binding, luminescence; TACC3 fragment carries E629A point mutation | inhibition, % at 9.99 µM | hit rate 0.66% among 390,000 | AID 623870, 2012;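 active = mean inhibition of replicates at least 50% and at least half of replicates each reaching 50%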;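 note: 0% = complete ARNT plus TACC3 wells and 100% = ARNT alone without TACC3; many hits fall short of the cut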
esBAF inh = Bmi1 luciferase reporter increase in mESCs, primary screen, esBAF inhibitor project, mouse ES cells, Bmi1 luciferase knock-in, single point; hit rate 2% among 350,000; 24 h; 100% = twice the neutral-well signal; reporter increase, % at 12.5 µM; in the data active = activation above about 40%;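 note: 0% = median of the plate's neutral control wells and 100% = double that signal; a rise in the Bmi1 reporter signal indicates esBAF inhibition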
XiGFP reactiv = activators of inactive X chromosome reactivation, primary screen, imaging, XiGFP fibroblasts, GFP high-content imaging, set 2; XiGFP mouse fibroblasts, % GFP-positive cells imaging, 3 d; cells co-treated with 5-aza-dC sensitizer; scaled so ellipticine positive control = 100%; activation, % at 7.58 µM; hit rate 0.055% among 360,000; AID 743238, 2013;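 active = mean normalized replicate activation at least 10% and every replicate at or above 10%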;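 note: 0% = median of on-plate neutral control wells and 100% = ellipticine 6 µM median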
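System: XiGFP fibroblasts, SV40-immortalized. Medium: DMEM plus 5-aza-dC sensitizer. Doses: single point. Timing: 3 d treatment, 15 min room-temperature fixation. Control set: ellipticine 6 µM.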
Starred values were filed as active, the others as inactive; · = not tested or not shown; & = joins results of further samples. Not a hit list. Share with any hit: about 3.3%.

structure	ERAP1 inh	F508del corr	RAD54 inh	INS-1E GSIS act	RAD52 inh	ARNT TACC3 PPI	esBAF inh	XiGFP reactiv
COc1ccc(OS(=O)(=O)c2c(C)noc2C)cc1	-1	1.1	2	0	-9	-2	·	0.0
C=CCNC(=O)N1c2ccccc2Sc2ccccc21	-6	-2.9	2	8	-10	-12	-9	0.2
COC(=O)c1ccc(S(=O)(=O)NCCSc2nnc3c4ccccc4n(C)c3n2)cc1	-2	1.3	·	7	1	5	11	·
Cc1nc(Sc2nnnn2-c2ccccc2)c(C#N)c(C)c1C	3	-2.8	4	8	-20	0	7	0.0
S=C(Nc1ccc(Cl)c(Cl)c1)N1CCOCC1	4	·	·	-22	-16	-20	·	0.1
Cc1cc(OC(=O)c2ccc(S(=O)(=O)N(C)C)cc2)c([N+](=O)[O-])c(=O)[nH]1	4	-1.4	·	9	-12	-7	·	0.1
COc1ccc(CN2C3CCC2CC(NC(=O)c2cc(OC)c(OC)c(OC)c2)C3)cc1 (configuration not stated)	-2	-0.1	1	10	0	0	-9	0.0
COc1cc(NC(=O)CCc2c(C)noc2C)c(C(=O)O)cc1OC	1	0.8	4	·	8	·	-8	-0.1
Clc1ccc(CSc2ncccn2)cc1	-1	0.8	-1	-1	-3	-12	28	·
O=C(COc1ccc(-n2cnnn2)cc1)Nc1ccc(F)c(F)c1F	-5	-1.0	-18	4	-6	-12	-7	0.0
CCC(C)Nc1nc2c(c(=O)[nH]c(=O)n2C)n1CCCc1ccccc1 (configuration not stated)	-4	0.3	-4	13	-16	4	0	0.0
CN(c1ccccc1N(C)S(=O)(=O)c1ccccc1)S(=O)(=O)c1ccccc1	0	3.4	4	12	-2	-5	2	0.0
COc1ccccc1NC(=O)CS(=O)(=O)c1cn(CC(=O)N2CCOCC2)c2ccccc12	0	-0.8	·	-1	-12	-6	·	0.0
C[C@H]1CCCCO[C@@H](CN(C)C(=O)CCCN(C)C)[C@@H](C)CN([C@@H](C)CO)C(=O)c2cc(NC(=O)C3CCCCC3)ccc2O1	-3	0.6	-4	3	8	-8	-8	0.2
Cc1ccc(Nc2nnc(SCC(=O)NC(Cc3c[nH]c4ccccc34)C(=O)O)s2)cc1 (configuration not stated)	-2	-2.4	-6	-8	-14	27	·	0.2
CS(=O)(=O)c1ccc2nnn(OCC(=O)Nc3cccc(C#N)c3)c2c1	-1	0.7	·	10	-14	3	3	0.1
Cn1c(SCc2cccc(F)c2)nnc1-c1cnccn1	3	-0.1	-7	4	-15	-3	9	-0.1
COCCOC(=O)N1C(=O)[C@@]2(c3cc(C#CCNC(N)=O)ccc31)[C@H](C(=O)N1CCc3cc(OC)c(OC)cc3C1)[C@H]1C(=O)O[C@H](c3ccccc3)[C@H](c3ccccc3)N1[C@@H]2c1ccccc1OCCO	-2	-2.5	3	·	-6	11	·	·
CCS(=O)(=O)Nc1ccc2c(c1)C(=O)N(C)C[C@H](OC)[C@H](C)CN(CCC(F)(F)F)[C@@H](C)CO2	·	3.0	-5	3	3	-3	0	0.1
COc1ccc(CNC(=O)CC23CC4CC(CC(C4)C2)C3)cc1	-1	-1.1	-2	11	2	·	·	0.1
COc1ccc(CCNC(=O)[C@@]2(Cc3ccccc3I)c3ccccc3C(=O)N(Cc3ccccc3OC)[C@H]2c2ccc(CO)cc2)cc1	0	-2.1	-6	·	11	9	·	·
C[C@@H]1CCCCO[C@@H](CN(C)S(=O)(=O)c2cccs2)[C@H](C)CN([C@H](C)CO)C(=O)c2cc(NC(=O)Nc3ccccc3)ccc2O1	0	1.0	-3	-13	36	4	5	0.0
O=C(Nc1cccc(C(F)(F)F)c1)c1ccc(-c2ccc(F)c(F)c2)c2ccoc12	2	-0.6	1	3	4	·	-8	0.1
O=S(=O)(CC12C3C4C5C1C2C(Br)(C43)C51OCCO1)c1ccccc1 (configuration not stated)	1	0.3	-3	·	-13	-1	·	0.0
CCN1CCN(C(=O)c2c(-c3ccccc3)noc2C)CC1	-1	0.3	·	-4	-18	-13	-7	0.0
Cc1cc(NC(=O)COC(=O)c2cc(S(=O)(=O)N(C)C)ccc2Cl)no1	1	-1.8	-6	-8	-11	-5	-1	0.0
COc1ccccc1C(=O)NC(CCSC)C(=O)NNC(=O)C(C)Oc1ccccc1F (configuration not stated)	-5	3.2	0	-7	-7	4	-1	0.5
COCCCNC(=O)C[C@H]1C[C@H](C(=O)N2CCOCC2)[C@@]2(CCC3CCCC3)c3[nH]c4cc(-c5ccco5)ccc4c3CCN2C1=O	·	1.1	-6	14	-14	2	10	0.0
O=[N+]([O-])c1ccccc1/C=N/NC1=NCCCCC1	-2	·	·	11	-2	-4	·	0.2
Cc1ccc(S(=O)(=O)N[C@H]2CC[C@H](CC(=O)NCc3ccccc3F)O[C@@H]2CO)cc1	-3	4.1	-5	7	6	4	-3	-0.1
Cc1ccc(S(=O)(=O)Nc2cccc(Oc3cnccn3)c2)cc1	1	1.7	·	-2	3	-2	·	0.0
O=C(CCN1CCCCC1)N1CCc2c([nH]c3ccccc23)C1c1cccnc1 (configuration not stated)	0	8.9*	·	11	-8	-1	·	-0.1
COc1ccccc1CCNC(=O)CSCC(=O)Nc1ccccc1F	1	0.2	-4	-11	-14	·	-2	-0.1
C[C@@H]1CN([C@H](C)CO)C(=O)c2cccc(NC(=O)c3nc4ccccc4s3)c2O[C@@H]1CN(C)C(=O)Nc1ccccc1	-2	-0.1	-5	-14	20	10	6	-1.0
Cc1ccc(Nc2ccc(C(N)=O)cc2[N+](=O)[O-])cc1C	-4	-2.1	·	6	-4	-1	·	0.0
C=CCC1(CC=C)CCCN1C(=O)CC1C(=O)NCCN1Cc1cccc(OC)c1OC (configuration not stated)	-1	0.2	·	-8	-10	2	·	0.0
C[C@@H]1CN([C@@H](C)CO)C(=O)c2cc(-c3cccnc3)cnc2O[C@H]1CN(C)C	0	1.6	2	-3	13	0	5	-0.9
O=C(/C=C/c1ccccc1)OCC(=O)N1CCCC1	0	0.1	1	14	-5	·	3	0.0
Cn1c(C(=O)N2CCN(c3ccc(F)cc3)CC2)cc2ccccc21	-3	3.0	-2	-4	-17	1	11	-0.1
Nc1[nH]c(C(=O)c2ccccc2)c(-c2cccc3ccccc23)c1C(=O)NCc1ccccc1	-5	1.2	·	8	4	·	·	0.0

Shown as a hit in F508del corr (from the list above):
smiles	ERAP1 inh	F508del corr	INS-1E GSIS act	RAD52 inh	ARNT TACC3 PPI	esBAF inh
O=C(CCN1CCCCC1)N1CCc2c([nH]c3ccccc23)C1c1cccnc1 (configuration not stated)	0	8.9*	11	-8	-1	·

(more compounds)
structure	ERAP1 inh	F508del corr	RAD54 inh	INS-1E GSIS act	RAD52 inh	ARNT TACC3 PPI	esBAF inh	XiGFP reactiv
O=C(NCC(c1cccs1)N1CCOCC1)c1ccccc1NS(=O)(=O)c1ccc(Cl)c([N+](=O)[O-])c1 (configuration not stated)	3	-0.8	·	-21	-15	·	·	0.0
O=C(Nc1ccc(OC(F)F)c(Cl)c1)C(c1ccccc1)c1ccccc1	-4	1.3	·	6	-1	·	·	0.0
O=C(C[C@H]1CC[C@H]2[C@@H](COC[C@@H](O)CN2C(=O)Cc2ccccc2)O1)NC1Cc2ccccc2C1	·	1.9	17	-4	·	-7	3	0.2
O=C(CC1CCCC1)N[C@@H](Cc1cccnc1)C(=O)N1CCC[C@H]1C(=O)NCCc1ccccc1Cl	-1	-1.6	·	-37	-3	·	·	0.2
COC(=O)CC1C(=O)NCCN1C(=O)CSc1nnnn1-c1ccc(OC)cc1 (configuration not stated)	0	-1.9	·	8	-7	-11	·	0.0
COC(=O)C1=NNC2(c3ccc(C)cc3)C(=O)N(c3ccc(C)cc3)C(=O)C12 (configuration not stated)	-2	-0.8	3	-1	-10	0	11	-0.1
C[C@H]1CN([C@@H](C)CO)S(=O)(=O)c2ccc(-c3ccccc3)cc2O[C@H]1CN(C)S(=O)(=O)c1ccccc1F	-3	0.1	3	-6	-6	9	3	0.0
NS(=O)(=O)c1ccc(N/N=C/c2ccc(C(=O)O)cc2)c([N+](=O)[O-])c1	-4	2.2	9	15	3	2	·	0.1

Complete entries from above.
COC(=O)CC1C(=O)NCCN1C(=O)CSc1nnnn1-c1ccc(OC)cc1 (configuration not stated) as listed: ERAP1 inh: 0; F508del corr: -1.9; RAD54 inh: ·; INS-1E GSIS act: 8; RAD52 inh: -7; ARNT TACC3 PPI: -11; esBAF inh: ·; XiGFP reactiv: 0.0
C[C@H]1CN([C@@H](C)CO)S(=O)(=O)c2ccc(-c3ccccc3)cc2O[C@H]1CN(C)S(=O)(=O)c1ccccc1F as listed: ERAP1 inh: -3; F508del corr: 0.1; RAD54 inh: 3; INS-1E GSIS act: -6; RAD52 inh: -6; ARNT TACC3 PPI: 9; esBAF inh: 3; XiGFP reactiv: 0.0

New compounds follow
structure	ERAP1 inh	F508del corr	RAD54 inh	INS-1E GSIS act	RAD52 inh	ARNT TACC3 PPI	esBAF inh	XiGFP reactiv
C[C@H]1CCCCO[C@H](CN(C)S(C)(=O)=O)[C@@H](C)CN([C@@H](C)CO)C(=O)c2cc(NS(C)(=O)=O)ccc2O1	·	0.7	3	7	·	-3	1	0.3
Cc1ccc(C2=NN(CC(=O)NCCN(C)C)C(=O)CC2)cc1	1	2.1	2	3	-9	-1	2	0.0
C[C@@H]1C=CCCO[C@]12C(=O)Nc1ccccc12	4	1.8	·	11	-5	·	·	0.2
COc1ccc(C(=O)N=S2CCN(C(=O)c3ccc(Cl)cc3)CC2)cc1	1	1.4	13	-1	-12	·	·	0.0
CCN(CC(=O)Nc1ccc(OC)cc1)CC(=O)Nc1cccc(S(=O)(=O)N2CCOCC2)c1	4	-2.7	-9	3	-51	·	5	0.0
C/C(=N\S(=O)(=O)c1ccc(C)cc1)N(C)C	5	-0.1	·	12	-14	2	3	0.0
O=C(Nc1ccc(Br)cc1)c1ccco1	-1	-2.9	-6	3	8	29	71*	·
Cc1nc(Nc2ccc(Cl)c(Cl)c2)sc1C(/C=C/c1ccc2c(c1)OCO2)=NNc1ccc([N+](=O)[O-])cc1[N+](=O)[O-]	2	1.6	·	·	-9	-8	·	0.2
O=C(NCc1cccnc1)C(=O)Nc1nc(-c2ccccc2)cs1	·	1.1	6	2	-28	-7	38	0.0
Cc1ccc(-c2nc(CSCC(=O)N3CCN(C(=O)c4ccco4)CC3)c(C)o2)cc1	·	1.1	-9	-13	-17	·	-3	0.3
CC(OC(=O)c1cc(=O)[nH]c2ccccc12)C(=O)NC1CCCCC1C (configuration not stated)	-4	1.1	-4	-5	-14	-2	-6	-0.1
O=C(C[C@H]1C[C@@H]2c3cc(NS(=O)(=O)c4ccccc4)ccc3O[C@@H]2[C@H](CO)O1)NC1CCCC1	-1&2	-3.1&-2.3	4	-1&-3	-13&3	·	6	0.0
